Compound activity deposited in PubChem BioAssay by National Center for Advancing Translational Sciences (NCATS).
GLP-1R inv ag: qHTS of GLP-1 Receptor Inverse Agonists (Inhibition Mode); Glucagon-like peptide 1 receptor (Homo sapiens), P43220; HEK293 GLP-1R CRE-luciferase, luminescence, 24 h; GLP-1R form is constitutively active; Potency, µM (top dose mostly 38.3 µM), for the others: at the highest dose activity change, negative = inhibition, usual class: inhibitors; 410,000 compounds, 1.6% hits; further: potency means the concentration at half of the fitted maximal effect; on the % scale 0 is the no-effect control and ±100 the full control effect; nearly all actives have a fitted effect of over 55% in size
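Constitutively active GLP-1R drives a cAMP-responsive luciferase in stably transfected HEK293 cells; test compounds are added after overnight (12 h) attachment and left 24 hr, and signal loss in luminescence marks inhibition.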
PTHR1 ag: qHTS for PTHR1 Agonists: Primary Screen; Parathyroid hormone/parathyroid hormone-related peptide receptor (Homo sapiens), Q03431; HEK293 GP2 PTHR1 cells, GloSensor cAMP luminescence, 1 h; Potency, µM (titrated, usually from 115 µM), for the others: at the highest dose activation, hits mostly activators; 410,000 compounds, 0.075% hits; AID 743266, 2014; further: potency means the concentration at half of the fitted maximal effect; nearly all actives have a fitted effect of over 55% in size; some results filed as inactive show a strong effect at the top dose; inactives centre near -15; many of its hits are not listed in these tables
Target sequence (Q03431 whole entry, looked up): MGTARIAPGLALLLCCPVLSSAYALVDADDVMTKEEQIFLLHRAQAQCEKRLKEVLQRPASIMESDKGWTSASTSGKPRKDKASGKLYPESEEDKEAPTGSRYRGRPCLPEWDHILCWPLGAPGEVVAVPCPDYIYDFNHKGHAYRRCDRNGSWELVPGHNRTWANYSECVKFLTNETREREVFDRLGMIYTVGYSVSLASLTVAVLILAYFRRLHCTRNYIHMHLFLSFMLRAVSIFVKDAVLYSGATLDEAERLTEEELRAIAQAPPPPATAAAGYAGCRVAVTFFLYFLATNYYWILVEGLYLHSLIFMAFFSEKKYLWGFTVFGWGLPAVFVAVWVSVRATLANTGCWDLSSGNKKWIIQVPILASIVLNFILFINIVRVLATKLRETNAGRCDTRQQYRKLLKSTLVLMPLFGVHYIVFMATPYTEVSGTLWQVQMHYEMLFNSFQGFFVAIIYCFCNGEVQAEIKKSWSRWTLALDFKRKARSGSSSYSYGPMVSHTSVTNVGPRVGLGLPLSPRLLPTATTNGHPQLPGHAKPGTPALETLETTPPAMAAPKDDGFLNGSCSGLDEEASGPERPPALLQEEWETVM
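HEK-293-derived GP2 cells expressing PTHR1 and a GloSensor cAMP reporter, 3,000/well, plated overnight, given luciferin plus IBMX (each 0.5 mM as added) for 1 h at 37 °C, then compound for 1 h at 37 °C. Luminescence was read after 15 min at room temperature.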
DRD3 antagonist: qHTS of D3 Dopamine Receptor Antagonist: qHTS; 360,000 compounds, 2.5% hits; max response, negative = inhibition, %; D3R cells, DiscoveRx beta-arrestin luminescence, antagonist mode; hits give low values; D(3) dopamine receptor (Homo sapiens), P35462; in the data active means max response below about -50%; inconclusive means no clear call, values can overlap the other calls; further: on the % scale 0 is the no-effect control and ±100 the full control effect; mostly tested at two doses, the higher about 12 µM
Target sequence (P35462 whole entry, looked up): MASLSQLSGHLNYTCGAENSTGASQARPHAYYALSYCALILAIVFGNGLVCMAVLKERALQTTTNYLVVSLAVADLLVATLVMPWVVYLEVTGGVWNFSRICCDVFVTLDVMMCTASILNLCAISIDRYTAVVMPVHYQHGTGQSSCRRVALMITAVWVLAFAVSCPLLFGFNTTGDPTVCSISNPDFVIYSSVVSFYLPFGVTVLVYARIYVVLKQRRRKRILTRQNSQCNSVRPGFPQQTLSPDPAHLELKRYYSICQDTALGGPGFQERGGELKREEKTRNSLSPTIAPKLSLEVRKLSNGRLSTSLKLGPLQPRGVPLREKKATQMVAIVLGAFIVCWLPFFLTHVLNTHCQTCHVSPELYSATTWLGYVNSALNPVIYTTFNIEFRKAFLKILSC
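Cells expressing the human receptor were seeded at 1500 cells/well, incubated overnight at 37 degrees C in 5% CO2, then exposed to library compounds with dopamine controls for 90 minutes at 37 degrees C before luminescent detection.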
KB-V1 MDR tox: qHTS assay for MDR1-selective chemotherapeutics: Primary screen using the drug-selected MDR subline cells KB-V1; KB-V1 MDR cells viability, CellTiter-Glo, 72 h; Potency, µM (top dose mostly 46.1 µM), inactives show top-dose activity change, negative = cytotoxicity, usual class: cytotoxic; 400,000 compounds, 3.4% hits; AID 1347076, 2019; further: potency means the concentration at half of the fitted maximal effect; on the % scale 0 is the no-effect control and ±100 the full control effect; nearly all actives have a fitted effect of over 60% in size
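Readout: CellTiter-Glo luminescence, 10 min after addition. Cells: KB-V1 MDR subline, 72 h at 37 degrees C with compound. Analysis: corrected, normalized data fitted to concentration-effect curves.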
HEK293 tox: qHTS of GLP-1 Receptor Inverse Agonists: Cytotox Screen; HEK293 cAMP-luciferase reporter cells, luminescence, 24 h; 410,000 compounds, 0.13% hits; AID 624418, 2012; Potency, µM (doses to about 38.3 µM), without a hit: at the highest dose activity change, negative = inhibition, actives largely listed as inhibitors;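 further: loss of luciferase light is scored as toxicity; potency means the concentration at half of the fitted maximal effect; on the % scale 0 is the no-effect control and ±100 the full control effect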
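Compound-treated cells are incubated 24 hr at 37 deg C under 5% CO2 after a 12 hour attachment period, then luciferase detection reagent is added and luminescence is measured following 12 min at room temperature; lowered signal indicates toxicity.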
aSyn rescue: qHTS of alpha-syn Inhibitors | Yeast expressing alpha-synuclein, growth rescue, BacTiter-Glo, 24 h | Potency, µM (doses to about 46.1 µM), inactives show at the highest dose growth rescue (activation), most hits filed as activators | 370,000 compounds, 0.14% hits; further: potency means the concentration at half of the fitted maximal effect; % of control where 0% means no effect; nearly all actives have a fitted effect of over 65% in size
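Galactose-induced alpha-syn yeast (OD600=0.02, raffinose-pregrown) + pinned cpd, 24 hr, 30 deg C; growth by BacTiter-Glo luminescence. Growth restoration scores as activation.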
D3 ag: qHTS of D3 Dopamine Receptor Agonist: qHTS; D(3) dopamine receptor (Homo sapiens), P35462; D3R DiscoveRx beta-arrestin cells, luminescence, 90 min; max activation, %; 410,000 compounds, 0.58% hits; AID 652048, 2013; in the data active means max activation above about 30%; further: 0% is about no effect; mostly tested at two doses, the higher about 12 µM
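Cells at 1500/well, incubated overnight, then treated with pinned compounds (dopamine as control) for 90 min at 37 degrees C. DiscoveRx reagent added for 30 - 60 minutes at room temperature; luminescence read.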
GLP1R ag: qHTS of GLP-1 Receptor Agonists. Glucagon-like peptide 1 receptor (Homo sapiens), P43220. HEK293 GLP-1R CRE-luciferase, luminescence, 4-6 h; cells express a hypersensitive GLP-1R form. Potency, µM (doses to about 45.6 µM), inactives show at the highest dose activation, actives largely listed as activators. 380,000 compounds, 0.007% hits. AID 624172, 2012; further: potency means the concentration at half of the fitted maximal effect; % of control where 0% means no effect
TDP-43 yeast inh: qHTS of TDP-43 Inhibitors. Potency, µM (series often up to 46.1 µM), for inactives: top-dose growth rescue (activation), actives largely listed as activators. TDP-43 expressing yeast growth rescue, BacTiter-Glo, 24 h. 410,000 compounds, 1.8% hits. AID 652104, 2013; further: potency means the concentration at half of the fitted maximal effect; % of control where 0% means no effect; nearly all actives have a fitted effect of over 50% in size
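Readout is BacTiter-Glo luminescence of cell growth, so inhibitors register as activators. TDP-43-expressing yeast at OD600=0.02 in galactose medium, after raffinose pregrowth to mid-log, were incubated with compound for 24 hr at 30 deg C.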
* marks the source's active call; other numbers are inactive results; i = inactive; ? = inconclusive; / = no result given; & = joins results of further samples; [ ] = another dose, or the depositor's remark. Unless noted, the call rests on the fitted dose curve; in most records, active means well fitted curve in the direction sought with a large enough effect; inconclusive means small, poorly fitted or top-dose-only effect, or another doubt; inactive means no such curve, though single readings can be large; an effect the other way counts as inactive or inconclusive.

Start of the listing, in advance (4 entries):
#	Structure	GLP-1R inv ag	PTHR1 ag	DRD3 antagonist	KB-V1 MDR tox	HEK293 tox	aSyn rescue	D3 ag	GLP1R ag	TDP-43 yeast inh
1	NS(=O)(=O)c1cccc(NC(=O)CSc2nc3nc(-c4cccs4)cc(C(F)(F)F)c3c(=O)[nH]2)c1	3%	i	-11	4%	6%	-3%	4	-3%	-24%
2	COC(=O)COc1ccc2c(=O)c(Oc3ccccc3Br)coc2c1	5%	18%	-16	-10%	3%	-1%	9	0%	-20%
3	CN1CCCC(OC(=O)c2cccc(Cl)c2)C1 (stereo not given)	?	i	-7	11%	0%	0%	-7	14%	-8%
4	O=C(Nc1cccc(OCC(=O)N2CCOCC2)c1)C1CCCCC1	3%	23%	-3	14%	17%	1%	-10	19%	-17%

All compounds of this part, from the first entry:
#	Structure	GLP-1R inv ag	PTHR1 ag	DRD3 antagonist	KB-V1 MDR tox	HEK293 tox	aSyn rescue	D3 ag	GLP1R ag	TDP-43 yeast inh
1	NS(=O)(=O)c1cccc(NC(=O)CSc2nc3nc(-c4cccs4)cc(C(F)(F)F)c3c(=O)[nH]2)c1	3%	i	-11	4%	6%	-3%	4	-3%	-24%
2	COC(=O)COc1ccc2c(=O)c(Oc3ccccc3Br)coc2c1	5%	18%	-16	-10%	3%	-1%	9	0%	-20%
3	CN1CCCC(OC(=O)c2cccc(Cl)c2)C1 (stereo not given)	?	i	-7	11%	0%	0%	-7	14%	-8%
4	O=C(Nc1cccc(OCC(=O)N2CCOCC2)c1)C1CCCCC1	3%	23%	-3	14%	17%	1%	-10	19%	-17%
5	O=C1C(=O)N(c2ccccn2)C(c2ccc(Br)cc2)/C1=C(/O)c1ccc(Br)cc1 (stereo not given)	0%	-7%	-6	-20%	-5%	2%	2	1%	-34%[inhibitor]
6	C[C@@H]1CN([C@@H](C)CO)C(=O)c2cccc(NS(C)(=O)=O)c2O[C@H]1CN(C)C(=O)Nc1ccc(F)cc1	9%	-20%	2	0%	-20%	0%	-3	10%	-4%
7	CCOc1ccc(NC(=O)c2ncoc2-c2ccco2)cc1	?	?	/	2%	-5%	/	-10	/	13%
8	COc1cccc(/C=N/NC(=O)c2ccc3nc[nH]c3c2)c1O	-11%	i	25	-1%	9%	6%	-1	6%	8%
9	O=C(Nc1ccccc1)Nc1c(F)cccc1F	-4%[7.66 µM]	i	5	0%	-1%[7.66 µM]	14%	0	2%	-11%[9.22 µM]
10	COc1ccc(CCN2CC(C(=O)N(C)Cc3cccnc3)CC2=O)cc1OC (stereo not given)	12%	i	41	0%	-10%	3%	-1	-15%	6%
11	O=C(CC1C(=O)OCC2CCCCN21)Nc1ccccc1C(F)(F)F (stereo not given)	-18%	?	-28	-10%	18%	-1%	-4	0%	-40%[inhibitor]
12	Cc1sc(NC(=S)NC(=O)C2CCCCC2)c(C(N)=O)c1C	-12%	i	-15	-3%	7%	-11%	-20	1%	-22%
13	CCc1ccc(OCCSc2nc(-c3cccc(C)c3)nc3cc(=O)[nH]n23)cc1	13%	-32%[inhibitor]	/	5%	7%	/	7	/	12%
14	CCCC(C)NC(=O)C1CCN(S(=O)(=O)c2ccccc2)CC1 (stereo not given)	7%	i	-21	8%	-13%	1%	8	-9%	-19%
15	c1ccc(CN2CCC(Nc3nc(-c4ccccc4)nc4ccccc34)CC2)cc1	5µM*	i	-2	?	?	5%	-11	-29%	7%
16	CCc1nc2ccc(C(=O)Nc3ccc4c(c3)OCC(=O)N4)cn2c1N(C)C(=O)C1CCCCC1	10%	-36%[inhibitor]	-24	1%	-2%	-8%	-4	4%	19%
17	CC(C)c1ccc(NC(=O)C2CCN(S(=O)(=O)c3ccc4c(c3)C(C)(C)C(=O)N4C)CC2)cc1	-11%	i	-5	21%	-1%	-6%	-2	-2%	11%
18	Cc1csc(Sc2ccc(C(=O)OCC(=O)Nc3ccc(OC(F)(F)F)cc3)cc2[N+](=O)[O-])n1	6%	i	13	-1%	-7%	7%	2	2%	?
19	O=C(Cc1ccccc1)Nc1ccc(N2CCCC2)cc1	0%	i	19	19%	0%	1%	8	3%	12%
20	CCOC(=O)c1sc2ncnc(Nc3cccc(C(=O)O)c3)c2c1C	17%	-22%	-24	?	0%	-1%	4	2%	9%
21	Cc1cccc(Nc2ccccc2C(=O)OCC(=O)N2CCOCC2)c1C	?	i	0	-20%	-23%	17%	0	7%	11%
22	O=C(NNC(=O)C12CC3CC(CC(C3)C1)C2)c1ccccc1F	8%	i	6	1%	11%	-10%	3	1%	8%
23	Cc1ccc(CCNC(=O)c2oc(=O)c3ccccc3c2-c2ccc(C)cc2)cc1	?	i	/	0%	0%	/	3	-2%	?
24	Cc1ccc(Sc2ccc(NC(=O)CCN3C(=O)NC4(CCCC4)C3=O)cc2)c(C)c1	11µM*	-43%[inhibitor]	-9	8%	-25%	-15%	2	9%	10%

Profiles, looked up by structure. Values in the order: GLP-1R inv ag, PTHR1 ag, DRD3 antagonist, KB-V1 MDR tox, HEK293 tox, aSyn rescue, D3 ag, GLP1R ag, TDP-43 yeast inh
`CN1CCCC(OC(=O)c2cccc(Cl)c2)C1` (stereo not given) reads ?, i, -7, 11%, 0%, 0%, -7, 14%, -8%
`CCOc1ccc(NC(=O)c2ncoc2-c2ccco2)cc1` reads ?, ?, /, 2%, -5%, /, -10, /, 13%

Additional entries follow.
#	Structure	GLP-1R inv ag	PTHR1 ag	DRD3 antagonist	KB-V1 MDR tox	HEK293 tox	aSyn rescue	D3 ag	GLP1R ag	TDP-43 yeast inh
25	CN(c1ccccc1C(=O)N1CCc2ccccc2C1)S(C)(=O)=O	3%	i	-3	?	9%	0%	0	-3%	-9%
26	CCOC(=O)/C=c1\s/c(=C\c2ccc(-c3ccccc3)cc2)c(=O)n1CC(=O)NCc1ccc2c(c1)OCO2	17%	i	5	-27%	113%[activator]	4%	-4	-27%	14%
27	COc1ccccc1NC(=S)N1CCC(NC(=O)C23CC4CC(CC(C4)C2)C3)CC1	-9%	-31%	0	?	-8%	-6%	1	-4%	18%
28	CCc1cc2c(cc3c(=O)n(CCCC(=O)NCc4cccc(Br)c4)ncn32)s1	0%	i	/	/	10%	/	0	/	15%
29	S=c1[nH]nc(-c2cccnc2)n1/N=C/C(Cl)=C\c1ccccc1	155%[activator]	-11%	-28	?	-30%	0%	-8	11%	7%
30	CCOC(=O)c1c(NC(=O)CSC(=S)N2CCOCC2)sc(C)c1C	11%	i	5	?	-3%	-1%	2	-1%	14%
31	COC(CNC(=O)C(C)n1nc(C)c2ccccc21)OC (stereo not given)	3%	-16%	-4	0%	-5%	9%	-3	3%	16%
32	COc1ccc(NC(=O)C2CCCN(S(=O)(=O)c3ccc4c(c3)CCCN4C(C)=O)C2)cc1 (stereo not given)	12%&5%	-25%&-60%	0	-13%&8%	9%&1%	-3%	4&-13	7%	-10%&-5%
33	O=c1c2ccccc2nc(/C=C/c2ccc([N+](=O)[O-])o2)n1CCCO	18%	-4%[57.5 µM]	-7	?	?	-68%[inhibitor]	-2	-2%	21%
34	C[C@@H]1CCCCCCCCC(=O)OCCN(C(=O)OC(C)(C)C)[C@H](C)CCCCCCCCC(=O)OCCN1C(=O)OC(C)(C)C	7%	0%	-19	-15%	9%	-7%	-29	-1%	-34%[inhibitor]
35	C=CCn1c(CSc2ccccc2[N+](=O)[O-])n[nH]c1=S	-23%	i	9	10%	-22%	4%	6	0%	22%
36	O=C(OCc1nc2ccc(Cl)cc2n1CCO)c1ccccc1	-10%	-33%[inhibitor]	8	5%	60%[activator]	3%	1	3%	15%
37	COC(=O)c1ccc(OC(=O)c2ccncc2)cc1O	1%	i	-1	-8%	30%	2%	5	-1%	-14%
38	Clc1ccc2c(c1)Nc1ccccc1CC2	?	i	-12	9%	5%	-19%	-9	1%	?
39	CCc1nnc(NC(=O)c2nn(-c3ccccc3)nc2C)s1	5%	i	14	?	-12%	1%	1	1%	?
40	CN(c1ccccc1)S(=O)(=O)c1cccc(Cl)c1Cl	?	i	0	0%	-8%	20%	-2	5%	?
41	Cn1c(=O)c2c(-c3ccccc3Br)n(C(C)(C)C)cc2n(C)c1=O	-21%	-4%	/	0%	-17%	/	7	/	14%
42	OCCC#Cc1ccc(CN2CCN(Cc3ccsc3)C(CCO)C2)cc1 (stereo not given)	-11%	-13%	-23	0%	-5%	2%	-15	9%	1%
43	CC(=O)NS(=O)(=O)c1ccc(N=NN2CCOCC2)cc1	-5%	i	10	3%	9%	6%	5	-12%	-4%
44	C=CCNC(=O)COC(=O)c1ccc(Sc2nncn2C)c([N+](=O)[O-])c1	-9%	?	-11	-3%	5%	-2%	1	-1%	-14%

These rows are one share of the data; count on the stated rates, not on these rows.
